Bioassay records deposited in PubChem BioAssay by National Center for Advancing Translational Sciences (NCATS).
CHX counter: affects cycloheximide protein synthesis inhibition readout, counter-screen | AID 2314 | hit rate 12% among 300,000 | cell reporter, cycloheximide protein synthesis inhibition counterscreen | max response, %; in the data active means max response mostly above about 13%, no sharp cut-off; inactive means mostly below about 14%; further: read at 38.3 µM for the half of the compounds with a filed dose; 0% is about no effect
Pf growth 48h: inhibits P. falciparum growth in the first generation, 48 h; P. falciparum luciferase growth in erythrocytes, 48 h; Potency, µM (series often up to 28.7 µM), without a hit: at the top dose activity change, negative = inhibition, actives largely listed as inhibitors; hit rate 5.9% among 310,000; AID 504832; further: potency means the concentration at half of the fitted maximal effect; on the % scale 0 is the no-effect control and ±100 the full control effect
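Cell-based growth assay: transgenic P. falciparum expressing firefly luciferase, cultured in red cells within RPMI 1640 containing 0.5% w/v Albumax, 24 mM bicarbonate and gentamycin. A drop in luciferase activity indicates inhibition.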
TbPYK inhibitor: inhibitors of Trypanosoma brucei pyruvate kinase; hit rate 0.12% among 410,000; Q57TT1; AID 624173; TbPYK enzyme, Kinase-Glo Plus ATP luminescence, 45 min; Potency, µM (doses to about 76.8 µM), for inactives: at the highest dose activity, negative = inhibition, hits mostly inhibitors; further: potency means the concentration at half of the fitted maximal effect; on the % scale 0 is the no-effect control and ±100 the full control effect; nearly all actives have a fitted effect of over 50% in size
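Activity of T. brucei pyruvate kinase was followed by Kinase-Glo Plus luminescence after the enzyme reacted 45 min at room temperature with 130 uM ADP (final) and substrate. Test compounds were added before ADP at multiple concentrations.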
Shiga inhibitor: blocks Shiga toxin action in Vero cells; Vero cells, Shiga toxin protein synthesis inhibition reporter; hit rate 9.2% among 290,000; inhibition, % at 38.7 µM; AID 2315; in the data active means inhibition mostly above about 28%, no sharp cut-off; inactive means mostly below about 43%; further: 0% is about no effect
LmPK inhibitor: LmPK (Leishmania mexicana) enzyme inhibition | Q27686 | purified LmPK, Kinase-Glo ATP luminescence, 1 h | Potency, µM (titrated, usually from 57.5 µM), inactives show top-dose activity change, negative = inhibition, most hits filed as inhibitors | hit rate 0.37% among 290,000 | AID 1721; further: potency means the concentration at half of the fitted maximal effect; on the % scale 0 is the no-effect control and ±100 the full control effect
Target sequence (Q27686 whole entry, looked up): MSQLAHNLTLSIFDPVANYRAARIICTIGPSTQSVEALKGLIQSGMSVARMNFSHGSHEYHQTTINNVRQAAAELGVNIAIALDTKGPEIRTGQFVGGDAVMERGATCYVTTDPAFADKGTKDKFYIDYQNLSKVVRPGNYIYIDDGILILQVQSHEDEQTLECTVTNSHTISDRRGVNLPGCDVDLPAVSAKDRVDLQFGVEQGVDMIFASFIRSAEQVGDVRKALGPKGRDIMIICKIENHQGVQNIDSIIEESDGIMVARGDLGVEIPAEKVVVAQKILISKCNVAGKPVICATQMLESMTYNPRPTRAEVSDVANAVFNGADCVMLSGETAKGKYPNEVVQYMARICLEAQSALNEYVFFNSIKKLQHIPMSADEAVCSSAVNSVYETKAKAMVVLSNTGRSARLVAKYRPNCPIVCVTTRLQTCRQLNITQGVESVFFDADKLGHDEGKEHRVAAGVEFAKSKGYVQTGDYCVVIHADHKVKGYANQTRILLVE
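ATP generated from ADP (0.1 mM) and PEP (0.5 mM) by 0.1 nM LmPK over 1 h at room temperature (pH 7.2 imidazole buffer) was detected by coupled luciferase luminescence. Values were normalized to uninhibited and no-enzyme wells.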
Pf growth 96h: inhibits malaria parasite growth, 96 h. P. falciparum luciferase reporter growth, 96 h. Potency, µM (titrated, usually from 28.7 µM), for the others: at the highest dose activity change, negative = inhibition, most hits filed as inhibitors. hit rate 6.9% among 320,000; further: potency means the concentration at half of the fitted maximal effect; on the % scale 0 is the no-effect control and ±100 the full control effect
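Delayed-death screen, second-generation endpoint: infected erythrocytes, 2% hematocrit, 0.05% parasitemia final; 96 hours at 37 C, 5% CO2; luciferase detection reagent; luminescence decrease equals reduced growth.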
HCV inh: inhibitors of hepatitis C virus infection. Huh7.5.1 HCVcc-Cre infection, luciferase reporter, 44 h. hit rate 3.4% among 340,000. AID 651820. Potency, µM (titrated, usually from 41.8 µM), for inactives: top-dose activity change, negative = inhibition, most hits filed as inhibitors; further: potency means the concentration at half of the fitted maximal effect; on the % scale 0 is the no-effect control and ±100 the full control effect
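HCVcc-Cre virus at an moi near 0.5 was added right after compound to cells cultured 4 h from seeding (1,000 cells/well). Luciferase activity was determined 44 h later, 15 min after substrate addition at RT.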
Numbers without * were called inactive; i = inactive; u = inconclusive; x = not tested or not shown; & = joins results of further samples; [ ] = remark or other dose. Unless noted, the call rests on the fitted dose curve; in most records, active means well fitted curve in the direction sought with a large enough effect; inconclusive means small, poorly fitted or top-dose-only effect, or another doubt; inactive means no such curve, though single readings can be large; an effect the other way counts as inactive or inconclusive.

SMILES	CHX counter	Pf growth 48h	TbPYK inhibitor	Shiga inhibitor	LmPK inhibitor	Pf growth 96h	HCV inh
CCc1c(-c2ccccc2)nc(N)c(C#N)c1-c1cccs1	19	4%	-5%	-14	6%	-1%	u
Cc1nnsc1S(=O)(=O)Cc1ccccc1C(F)(F)F	-2	2%	-5%	-15	2%	u	19%
CCCCn1ccnc1C(=O)c1cccc(S(=O)(=O)N2CC(C)CC(C)C2)c1 (configuration not stated)	5	x	2%	25	3%	u	-25%
O=C(CN1CCc2cc3c(cc2C1)OCCCO3)Nc1ccc(S(=O)(=O)N2CCCC2)cc1	-4	u	0%	10	-9%	13µM*	-5%
Cc1ccc(OC(=O)c2ccc(Cl)c([N+](=O)[O-])c2)cn1	-3	4%	-8%	-2	-2%	u	u
COc1ccc(S(=O)(=O)NNC(N)=S)cc1	-2	22%	-1%	3	4%	24%	14%
COc1ccc(NC(=O)NC(C(F)(F)F)C(F)(F)F)cc1	1	7%	-5%	-12	4%	x	10%
O=c1cc(Nc2ccc3c(c2)OCCO3)[nH]c(=O)n1Cc1ccc(F)cc1	29*	7%	-3%	49*	1%	0%	-10%
COC(=O)CCN(C)CCC(=O)OC	-5	9%	-5%	1	-1%	u	34%[activator]
COc1ccc(C(CC(=O)Nc2ccccn2)N2Cc3ccccc3C2=O)cc1OC (configuration not stated)	-1	2%	-3%&0%	24	0%	28%	2%
CCn1nnnc1NCc1ccc(SC)cc1	0	13%	-4%	-4	-5%	0%	1%
Cc1c(-c2cc(C(=O)O)on2)cnn1C	-6	2%	0%	31	-5%	1%	23%
Cc1cc(-c2ccccc2)nc2cc(C(=O)OC(C)C)nn12	-2	-22%	3%	x	14%	u	u
COc1ccc(C(=O)NC2CCCc3c2cnn3-c2ccccc2F)cc1OC (configuration not stated)	-3	2%	8%	1	0%	u	4.5µM*
Cc1ccc(C)c2[nH]c(=O)c(CCNC(=O)CC(C)C)cc12	-3	7%	-2%	13	-4%	19%	7%
O=C(Nc1ccc(-c2ccc(N3CCCCC3)nn2)cc1)c1ccco1	x	u	7%	x	x	u	u
C=CCn1c(SCC(=O)NCCCC(=O)OCC)nc2scc(-c3ccco3)c2c1=O	-2	9%	-26%	3	9%	-8%	-8%
COc1ccc(NCc2ccsc2)cc1	41*	u	3%	44*	1%	-30%	12%
CCOC(=O)c1cn(-c2c(C)n(C)n(-c3ccccc3)c2=O)c2c(F)c(F)c(F)cc2c1=O	-4	-5%	1%	-6	0%	5%	23%
O=C(Nc1cccc(-c2cccc(F)c2)c1)C1CCN(C2CCC2)CC1	-3	u	-7%	14	2%	-16%	u
CS(=O)(=O)N(CC(=O)Nc1ccc(S(=O)(=O)N2CCCC2)cc1)c1cccc(F)c1	-1	1%	6%	-12	11%	6%	-2%
CC(NS(=O)(=O)c1ccc(Cl)cc1)C(c1cccs1)N1CCN(C)CC1 (configuration not stated)	-4	-7%	1%	-9	-2%	u	u
O=C(CCN1C(=O)c2ccccc2C1=O)NCc1ccc(F)cc1	-3	20%	2%	0	-5%	-4%	11%
O=C(CSc1n[nH]c(=O)[nH]c1=O)c1ccc(Cl)cc1Cl	-1	-6%	2%	-4	11%	1%	u
C/C1=C\CCC2C(/C=C(\C)CC1)OC(=O)C2CN1CCCCC1 (configuration not stated)	8	u	3%	-1	8%	u	-29%

(cont.)
SMILES	CHX counter	Pf growth 48h	TbPYK inhibitor	Shiga inhibitor	LmPK inhibitor	Pf growth 96h	HCV inh
COc1cc(NC(=O)c2nccnc2C(=O)O)cc(OC)c1	-3	9%	-4%	-3	-9%	-12%	-13%
NC(=S)NNC(=O)/C(=C/c1ccc(Br)cc1)NC(=O)c1ccccc1	11	20%	-5%	-6	-4%	7%	18%
CCOC(=O)C(C(=O)OCC)N(C#N)c1nc(C)cc(C)n1	-2	-1%	7%	-15	4%	13%	4%
CCOC(=O)N/N=C(\C)c1ccc(Oc2ncccn2)cc1	-10	12%	8%	-7	1%	7%	23%
CCN(CC)S(=O)(=O)c1ccc(Cl)c(C(=O)Oc2cccnc2)c1	-3	74%[activator]	-5%	57	5%	7%	-4%
Cn1cnnc1SCC(=O)NCCc1ccc(Cl)cc1Cl	-13	417%	-5%	-26	-7%	u	-1%
Cc1ccc(C)c(N(CC(=O)NC2CCCCC2)C(=O)CCC(=O)Nc2ccccn2)c1	-2	u	x	-27	7%	67%[activator]	-2%
CCOc1ccc(/C=N/Nc2nncc(-c3ccccc3)n2)cc1OC	6	u	5%	8	4%	31%[activator]	2%
O=C1CC(N2CCN(c3ccc(F)cc3)CC2)C(=O)N1c1ccc2c(c1)OCO2 (configuration not stated)	10	6%	-4%	18	2%	u	22%
Nc1n[nH]c(-c2ccccc2)c1-c1ccccc1	-6	10%	8%	-9	0%	2%	13%
CCO[C@H]1OC(C(=O)NC2CC2)=C[C@@H](C2CC2)[C@@H]1CCCO	1	42%[activator]	0%	-7	3%	0%	14%
CC(NC(=O)CSCc1ccc(Br)cc1)c1ccccc1 (configuration not stated)	-2	-2%	-3%	2	-1%	u	-24%
CN(C)C(CNc1nnnn1-c1ccccc1)c1ccco1 (configuration not stated)	-1	-2%	x	-17	7%	9%[5.75 µM]	9%
CCN(CC)CCNC(=O)CCc1nn(C)c(=O)c2ccccc12	6	-1%	1%	6	2%	-15%	12%
C/C(=N\NC(=O)c1ccccc1F)c1ccc(C#N)cc1	38*	176%[activator]	-1%	129*	-5%	172%[activator]	1%
O=C1CC(c2ccccc2)CC(O)=C1C=Nc1cccc(Cl)c1 (configuration not stated)	10	-4%	1%	-2	-10%	0%	2%
CN(C)CCNC(=O)/C(=C/c1ccc(-c2cccc(Cl)c2)o1)NC(=O)c1ccccc1	-8	13µM*	1%	-15	1%	13%	11µM*
Cc1ccc(Cc2c(C)nc3nc(SCC(=O)NCCCN4CCOCC4)nn3c2C)cc1	6	0%	-5%	-6	-1%	u	-1%
O=[N+]([O-])c1ccc(Sc2ncccn2)c([N+](=O)[O-])c1	-2	13µM*	4%	-4	3%	3.3µM*	u
Cc1nnc(SC(C)C(=O)Nc2nccs2)s1 (configuration not stated)	-1	19%	-11%	-1	-3%	u	13%
Cn1c(=N)n(CC(=O)c2ccccc2)c2ccccc21	23*	264%[activator]	2%	24	-11%	i	-17%
CCN(CC)S(=O)(=O)c1ccc(N2CCCC2)c(NC(=O)Cc2cc(OC)c(OC)c(OC)c2)c1	-3	7.4µM*	-3%	2	2%	u	u
COc1cccc(CSc2nc3ccccc3cc2C=O)c1	4	26%	-5%	-5	5%	35%[activator]	2%
C=CCSC1=C(C#N)C(c2ccccc2C)CC(=O)N1 (configuration not stated)	-2	1%	-8%	-4	-14%	36%[activator]	10%
Cc1ccc(C)c(NC(=O)COC(=O)Cc2ccsc2)c1	-3	11%	-11%	-13	-2%	37%[activator]	-3%

Compounds shown so far that contain a CF3 group:
SMILES	CHX counter	Pf growth 48h	TbPYK inhibitor	Shiga inhibitor	LmPK inhibitor	Pf growth 96h	HCV inh
Cc1nnsc1S(=O)(=O)Cc1ccccc1C(F)(F)F	-2	2%	-5%	-15	2%	u	19%
COc1ccc(NC(=O)NC(C(F)(F)F)C(F)(F)F)cc1	1	7%	-5%	-12	4%	x	10%

Following part
SMILES	CHX counter	Pf growth 48h	TbPYK inhibitor	Shiga inhibitor	LmPK inhibitor	Pf growth 96h	HCV inh
CC1CCN(C(=O)CCNC(=O)Cn2cnc3sc4c(c3c2=O)CCCC4)CC1	1	x	-6%	-6	0%	x	4%
O=C1C(C=NCc2ccccn2)=C(O)c2ccccc21	59*	184%[activator]	-6%	136*	-10%	3%	2%
CCc1ccc(N(CC(=O)NCc2cccnc2)S(=O)(=O)c2ccccc2)cc1	9	98%[activator]	6%	9	-12%	38%[activator]	5%
COC(=O)c1ccccc1NC(=O)Nc1ccc2c(c1)OCO2	16*	x	0%	61	3%	104%[activator]	-9%
COc1cc(C)c(C(N)=O)c(OC)n1	-1	1%	-6%	-10	5%	-12%	-4%
Cn1c(COc2ccc(F)cc2)nc2ccccc21	43*	111%[activator]	-7%	68*	-18%	u	-8%
Nc1nc(Br)c2c(F)cccc2c1-c1ccccc1	7	-6%	3%	-15	-4%	-11%	-7%
CN(NS(=O)(=O)c1ccc(Cl)cc1)c1cnn(C)c(=O)c1Cl	-1	u	3%	-6	5%	0%	12%
CCN(CC)CCN(Cc1cc2cc(C)ccc2[nH]c1=O)C(=S)Nc1ccccc1	-4	u	-5%	-4	0%	34%[activator]	u
FC(F)(F)c1nc2ccccc2nc1N/N=C/c1ccc(Cl)cc1	-1	-5%	-2%	34	2%	37%[activator]	u
O=C(NCCCCNC(=O)C1CCCC1)C1CCCC1	-2	-14%	-14%	-12	-3%	31%[activator]	-1%
O=C1CC(C(=O)N(c2ccccc2)C(C(=O)NC2CCCC2)c2ccncc2)CS1 (configuration not stated)	-3	0%	2%	-8	1%	6%	12%
O=C(NC1CCN(C(=O)NCc2ccccc2)CC1)c1cccc(F)c1	-2	6%	0%	-6	2%	16%	8%
CCOc1ccc(NC(=O)c2c(OC)cccc2OC)cc1	-5	4%	-3%	3	-4%	u	-4%
CC(C)(C)NC(=O)CSc1nc(O)cc(=O)n1-c1ccccc1	-2	-14%	0%	27	1%	x	4%
Cc1ccccc1NC(=O)COC(=O)c1cc(S(=O)(=O)N2CCOCC2)ccc1C	x	u	2%	x	x	-1%	-21%
NC(=O)CC(NC(=O)Cc1ccc(Br)cc1)c1ccc(NCCc2ccc(Cl)cc2)c([N+](=O)[O-])c1 (configuration not stated)	-1	u	0%	-4	4%	30%	4%[8.37 µM]
O=C(Oc1coc(CSc2ncccn2)cc1=O)c1ccc(Br)o1	-5	-12%	-2%	-5	-2%	u	8%
CCCCS(=O)(=O)Nc1ccc2ncn(C)c(=O)c2c1	-3	-1%	-2%	-3	5%	x	4%
Cc1onc(-c2ccccc2Cl)c1C(=O)Nc1ccc(-c2nnc3n2CCCCC3)cc1	-5	9.3µM*	-6%	-9	0%	x	-26%
O=C(Nc1ccccc1)C1CCN(C(=O)c2ccccc2)CC1	-2	x	5%	-14	7%	-16%	1%
O=C(Nc1ccccc1Cc1ccccc1)c1ccccc1NS(=O)(=O)c1ccc(Cl)s1	-4	15%	-10%	-5	1%	u	u
O=C(OCc1ccccc1)c1ccc(O)cc1	x	34%[activator]	1%	x	x	17%	x
Cc1ccc2c(c1)CNc1ccccc1O2	13*	x	0%	45	7%	-4%	-9%
Cc1nnc(SCCCn2c(N3CCCCC3)nc3c2c(=O)[nH]c(=O)n3C)s1	-1	-25%	5%	8	-1%	2.1µM*	10%&12%
COc1ccc(NC(=O)C2Cc3ccccc3O/C2=N\O)cc1 (configuration not stated)	51*	-32%[0.00184 µM]	-1%	114*	0%	-15%	-9%
COc1ccc(NC(=O)CSc2nnc(C)n2N)cc1S(=O)(=O)N1CCCCC1	x	-10%	-14%	x	x	10%	-15%
CC(C)n1cc(CN2CCN(CCc3ccccc3)C(CCO)C2)cn1 (configuration not stated)	-1	16%	-2%	30	5%	15µM*	3%
COC(=O)C1=C(c2cccc(C#N)c2)C[C@@H]2CC[C@H]1N2C(=O)NCc1ccc(F)cc1	x	u	-15%	x	x	-8%	28%
COc1ccc(N2CCN(CNC(=O)c3ccccc3)CC2)cc1	2	15%	0%	-6	-2%	15%	7%
